High-throughput results (PubChem BioAssay)
MITF TRPM1 HTS – activators of MITF-driven TRPM1 promoter activity in SK-MEL-5 cells | 300,000 compounds, 0.75% hits | SK-MEL-5 TRPM1-promoter luciferase, 24 h; % of positive control, neutral wells = 0 | activation, % at 12.5 µM;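 active = mean activation of at least 80% with every replicate also reaching 80%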;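 note: 0% = neutral control wells and 100% = parthenolide positive control wells; values of inactives mirror those of a sister screen read the other way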
SUMO Mot1 rescue – blocks SUMOylation pathway, rescuing yeast Mot1-301 growth | 320,000 compounds, 1% hits | AID 2716 | growth rescue, % at 18.8 µM | S. cerevisiae Mot1-301 growth rescue, ATP luminescence, 38.5C; percent above DMSO median, 100 means doubled;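 active = every valid replicate shows activation above 250% relative to neutral control wells; inactive = the rest, any valid replicate at or below 250%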;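 note: OY570 slx delta 5 strain wells were the positive control but not used for scaling; some compounds called inactive have numbers as strong as hits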
SR-BI HDL uptake – blocks mouse SR-BI lipid uptake from DiI-HDL; Q61009; ldlA[mSR-BI] CHO cells, DiI-HDL uptake fluorescence, 3 h; inhibition, % at 12.5 µM; 320,000 compounds, 0.96% hits; AID 488896;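 active = mean replicate inhibition of at least 70% and a set share of replicates each scoring 70 or more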;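 note: 0% = median of neutral control wells and 100% = median of positive control wells; values of inactives mirror those of a sister screen read the other way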
Target sequence (Q61009 whole entry, looked up): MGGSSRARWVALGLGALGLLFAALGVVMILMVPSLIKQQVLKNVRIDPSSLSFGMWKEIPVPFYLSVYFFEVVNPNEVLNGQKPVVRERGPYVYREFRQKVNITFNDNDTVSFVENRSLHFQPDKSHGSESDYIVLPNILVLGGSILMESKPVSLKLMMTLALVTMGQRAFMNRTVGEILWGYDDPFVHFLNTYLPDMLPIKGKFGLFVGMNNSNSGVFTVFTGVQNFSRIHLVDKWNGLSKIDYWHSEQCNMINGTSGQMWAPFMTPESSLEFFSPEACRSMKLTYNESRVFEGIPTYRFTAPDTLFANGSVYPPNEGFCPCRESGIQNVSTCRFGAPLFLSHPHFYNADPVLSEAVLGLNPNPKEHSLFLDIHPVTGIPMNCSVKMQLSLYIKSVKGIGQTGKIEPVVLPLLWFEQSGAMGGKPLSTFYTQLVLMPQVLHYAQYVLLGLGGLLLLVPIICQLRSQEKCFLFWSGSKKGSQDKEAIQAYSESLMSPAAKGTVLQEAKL
Arr AP2 block – blocks beta-arrestin peptide binding to AP2 adaptin. FITC-arrestin peptide / GST-AP2 beads, flow cytometry; AP2 beta2 appendage carries R879A mutation. inhibition, % at 10 µM. 340,000 compounds, 0.31% hits;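 active = inhibition above a set limit, near 3 SD of compounds lacking own fluorescence, cut at about 54% in these data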;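 note: plate controls were DMSO wells for no effect and 5 µM unlabelled arrestin peptide for full effect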
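System: GST-tagged AP2 beta2-adaptin appendage (R879A) on 4 µm glutathione beads / Reagent: FITC-arrestin peptide, 50 nM / Detection: HyperCyt-sampled flow cytometry, FL1 channel, ex 488/em 535 nm / Timing: 12 min plus 1 h, RT / Buffer or medium: PBS plus Tween 20 (0.05%) and BSA (0.1%)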
dFosB act – mouse delta FosB homodimer activation; activation, % at 25 µM; AID 493131; purified delta FosB, TAMRA-CDK5 oligo fluorescence polarization; percent of positive-control signal above neutral wells; P13346; 340,000 compounds, 0.99% hits;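 active = mean activation above about 17%, with every replicate also reaching it, limit read from the data, passing the limit was not always enough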;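 note: fluorescence polarization rise as delta FosB binds a TAMRA Cdk5 AP-1 oligo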
Target sequence (P13346 whole entry, looked up): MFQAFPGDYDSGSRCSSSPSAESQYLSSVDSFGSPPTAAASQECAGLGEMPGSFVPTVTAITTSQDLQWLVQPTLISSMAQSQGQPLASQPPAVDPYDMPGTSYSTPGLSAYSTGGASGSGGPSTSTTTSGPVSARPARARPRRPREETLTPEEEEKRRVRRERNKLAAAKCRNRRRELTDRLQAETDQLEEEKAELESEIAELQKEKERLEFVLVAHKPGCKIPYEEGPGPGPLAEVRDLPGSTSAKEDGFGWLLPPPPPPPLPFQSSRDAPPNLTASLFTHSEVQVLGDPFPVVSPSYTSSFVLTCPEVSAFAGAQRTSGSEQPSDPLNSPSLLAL
PKA-R1A activ – activates the PKA-R1A holoenzyme complex | 340,000 compounds, 0.083% hits | PKA-R1A dissociation, Cy5-IP20 fluorescence polarization; scaled: DMSO 0%, 113 µM cGMP 100% | activation, % at 11.4 µM | P00514+P68181;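 active = percent activation above the mean of all tested compounds plus 3 SD, cut at about 19% in these data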;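 note: higher means more PKAc released from R1A so a rise in polarization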
PKA-R2B act – PKA-R2B complex activation; P22694+P31323; PKA-R2B holoenzyme dissociation, Cy5-IP20 fluorescence polarization; R2B truncated from residue 108, S112A mutant; 0% DMSO only, 100% 113 µM cGMP; activation, % at 11.4 µM; 340,000 compounds, 0.079% hits;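 active = activation above a cutoff set at the mean over all compounds plus 3 SD, cut at about 18% in these data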;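 note: higher means more holoenzyme dissociation and a rise in polarization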
CDK5 p35 inh – blocks human CDK5/p35 kinase activity. Recombinant CDK5/p35, ADP-Glo luminescence, 60 min. inhibition, % at 10 µM. 330,000 compounds, 0.01% hits. AID 488839;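 active = highest replicate inhibition of at least 50% and at least 75% of replicates reaching 50%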;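 note: plate controls were DMSO neutral control for no effect and GW8510 at 10 µM for full effect; many of its hits are not listed in these tables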
NSD2 HMT inh – NSD2 (human) methyltransferase inhibition; O96028; NSD2 peptide methylation, AlphaScreen, 120 min; inhibition, % at 12.5 µM; 310,000 compounds, 0.54% hits; in the data active = inhibition above about 50%
SR-BI uptake up – SR-BI HDL lipid transfer activation; activation, % at 12.5 µM; 320,000 compounds, 0.096% hits; CHO ldlA[mSR-BI] cells, DiI-HDL uptake fluorescence, 3 h; 100 = double the neutral-control signal;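 active = mean replicate activation of at least 60% and every replicate at or above 60%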;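 note: 0% = median plate neutral-control signal and 100% = twice that signal; values of inactives mirror those of a sister screen read the other way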
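System: LDL receptor-deficient CHO ldlA cells overexpressing murine SR-BI | Timing: 3 h uptake period with compound, 37 °C | Medium: HEPES-buffered (25 mM, pH 7.4) F12 plus 0.5% BSA | Dosing: Single-point compound dose | Signal: Bottom-read fluorescence, 550/595 nm | Read-out: Retained DiI signal reflecting DiI-HDL uptake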
Pemphigus Ab inh – inhibitors of pemphigus antibody binding to human desmoglein-3. DSG3-coupled beads, scFv-anti-DSG3-GFP binding, flow cytometry; active compounds read low. binding (percent of control), % at 10 µM. 310,000 compounds, 0.48% hits;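 active = binding more than 3 SD below its plate's average and above zero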;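 note: hits lower antibody fragment binding to DSG3; some compounds called inactive have numbers as strong as hits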
* marks the source's active call; other numbers are inactive results; / = not tested or not shown.

Second line of a record: MITF TRPM1 HTS, SUMO Mot1 rescue, SR-BI HDL uptake, Arr AP2 block, dFosB act, PKA-R1A activ, PKA-R2B act, CDK5 p35 inh, NSD2 HMT inh, SR-BI uptake up, Pemphigus Ab inh
Cc1ccc(S(=O)(=O)c2nc(S(C)(=O)=O)sc2N2CCOCC2)cc1
 : -26.1, 4.4, -28.9, 20.2, -13.7, -1.7, -5.7, -0.8, 21.5, 28.9, 98.5
Cc1ccc(C(=O)Nc2cccc(C(O)c3ccccc3)c2)cc1 (stereo not drawn)
 : 20.8, -15.8, 3.9, 10.6, 10.3, 2.5, -5.3, -3.5, -0.1, -3.9, /
Cc1ccc(CNc2cc(C(=O)O)ccc2C)s1
 : 5.6, 300.9, -2.0, 10.0, 4.9, -0.4, 3.7, -6.2, -0.4, 2.0, 104.6
CC(C)C(c1nnnn1Cc1ccccc1)N(CCCO)Cc1cc2cc3c(cc2[nH]c1=O)OCO3 (stereo not drawn)
 : -12.0, -28.7, -10.6, 9.0, -1.0, -18.0, -9.4, -1.4, 1.1, 10.6, /
Cc1cc(C)n(CCC(=O)N/N=C/c2ccc(O)cc2)n1
 : 10.1, -3.6, -2.7, -1.9, 9.5, 11.8, 5.8, /, -4.3, 2.7, 98.4
c1ccc(C2=NNC(=NCc3ccc4c(c3)OCO4)SC2)cc1
 : 31.6, -1.0, 11.7, -1.1, -5.9, -16.8, -20.6, -0.4, 2.6, -11.7, 94.8
CN1/C(=C/C(=O)CSc2ccccc2C(=O)O)C(C)(C)c2ccccc21
 : 0.3, -0.8, /, 30.0, 19.2*, -11.5, 3.8, -1.3, 1.5, /, 85.5
COc1ccc(S(=O)(=O)N2CC(C(=O)O)Oc3ccc(Cl)cc32)cc1 (stereo not drawn)
 : 6.7, 291.1, -25.6, -16.7, -3.4, 1.9, -5.1, 0.1, -0.5, 25.6, 138.8
O=C(O)c1ccc(-c2nnc(-c3ccccc3)o2)cc1
 : -4.1, -33.3, 8.0, 11.9, -14.0, 0.3, -1.6, 9.4, 0.1, -8.0, 98.2
CCNC(=O)N1CCC(n2nccc2NC(=O)CCOc2ccccc2)CC1
 : 6.7, 8.4, 2.0, -4.4, 0.2, -12.0, -6.9, -0.4, -4.5, -2.0, 94.7
COC(=O)/C(=C\c1ccc(O)cc1)c1nc2ccccc2[nH]1
 : 3.5, -22.1, -7.5, -28.2, -0.1, -11.4, -10.6, -1.8, 0.0, 7.5, 98.5
CCC(=O)N1CCN(c2nc(CC)nc3sc4c(c23)CCCC4)CC1
 : /, -4.9, 26.4, -14.7, -1.5, 0.5, -14.2, 1.7, 0.4, -26.4, 118.9
O=C(NCCc1ccccc1)C1CCCN1S(=O)(=O)c1ccc(F)cc1 (stereo not drawn)
 : 9.5, -26.7, -7.5, -6.7, -10.4, -13.1, 6.2, 0.7, -1.8, 7.5, 122.6
C=CCN1C(=O)C2(OCCCO2)c2cccc(Cl)c21
 : /, -5.6, -0.4, -5.4, 5.3, -16.1, -0.3, -0.8, 1.1, 0.4, 100.4
COc1ccccc1CN1CC(C(=O)N2CCOCC2)CCC1=O (stereo not drawn)
 : -1.7, -12.8, -13.6, -4.3, -1.0, 1.2, -3.2, 0.3, -1.4, 13.6, 112.7
CC(Sc1nnc(-c2ccccc2F)n1C1CC1)C(=O)NC(N)=O (stereo not drawn)
 : -8.2, 7.7, -13.8, -43.4, 3.1, -3.5, 11.2, -2.7, -5.2, 13.8, 107.0
Cc1ccc(NC(=O)[C@@H]2CCC(=O)N2C2OC(=O)c3ccccc32)cc1Cl (stereo partly drawn)
 : /, -4.9, -21.0, -2.7, -2.1, -7.9, -11.4, 1.3, /, 21.0, 103.6
CN1C(=O)N(C)C2CC1N(C)C(=O)N2C
 : -15.8, -11.3, 3.0, 0.1, -0.3, 3.0, -2.3, -1.6, -6.8, -3.0, 100.3
O=c1nc(/C=C/c2cccn2-c2ccc([N+](=O)[O-])cc2)cc(C(F)(F)F)[nH]1
 : 3.2, -4.4, -6.5, 51.0, -13.3, -1.1, -1.6, 1.2, 38.0, 6.5, 101.3
O=C1Nc2ccc(Cl)cc2/C1=C/C1CC=CCC1 (stereo not drawn)
 : 4.7, -4.3, 6.7, 29.2, -13.5, -0.8, -7.2, /, 2.6, -6.7, 94.1
Cc1ccc(OCCn2c(C)c(/C=N/n3cnnc3)c3ccccc32)cc1
 : 6.6, -0.9, 31.2, 6.8, 31.2*, 0.9, -4.6, 0.0, /, -31.3, /
CCN(Cc1cc2ccccc2[nH]c1=O)S(=O)(=O)c1ccc(OC)cc1
 : 4.0, -8.6, 11.2, 3.0, -16.2, -12.0, -2.0, 0.7, 1.3, -11.2, 98.0
CCOC(=O)c1c(-c2ccc(OC)cc2)nc2nonc2c1N
 : /, -16.8, -2.0, 6.5, -3.7, -7.5, 3.4, -0.2, -2.5, 2.0, 93.6
CCCS(=O)(=O)N1CCC(Cc2ccc(OC)cc2)(C(=O)OCC)CC1
 : 1.4, -0.9, 3.7, 8.8, -8.4, -3.1, -2.2, 1.6, -2.7, -3.7, 95.4
O=C(NC1CC1)C1=C[C@@H](c2ccc(C(F)(F)F)cc2)C[C@@H](OCc2ccc(CO)cc2)O1
 : -6.8, -16.4, 13.4, 6.6, 0.1, -10.6, 3.9, 1.2, /, -13.4, 103.8
Cn1ccnc1SCC(=O)Nc1cc(C(F)(F)F)ccc1N1CCOCC1
 : -0.9, -16.6, -16.7, 2.7, -8.4, 6.2, 0.2, -0.4, 4.2, 16.7, 106.9
Cc1ccc(S(=O)(=O)NC(=O)N2CCN(Cc3c(F)cccc3Cl)CC2)cc1
 : /, -4.3, -9.7, -11.3, 5.7, -6.9, -1.7, 1.2, -0.7, 9.7, 116.2
O=C(Oc1ccc2c(=O)c(Oc3ccc4ccccc4c3)coc2c1)c1cccnc1
 : -7.6, -1.7, 0.2, 8.6, -2.3, -2.0, 0.9, 0.7, -1.1, -0.2, 108.0
CC1CCN(C(=O)CCNS(=O)(=O)c2ccc3c(c2)c(=O)n(C)c(=O)n3C)CC1
 : 4.4, -0.9, -7.7, 3.6, -3.2, -3.5, 1.5, 1.8, 0.6, 7.7, /
CC(C)(C)OC(=O)NNC(=O)c1cccs1
 : 6.1, 1.5, -22.0, 6.3, -0.5, /, /, -0.1, -0.2, 22.0, 99.3

Pulled by compound from the entries so far, 2 records:
Second line of a record: MITF TRPM1 HTS, SUMO Mot1 rescue, SR-BI HDL uptake, Arr AP2 block, dFosB act, PKA-R1A activ, PKA-R2B act, CDK5 p35 inh, NSD2 HMT inh, SR-BI uptake up, Pemphigus Ab inh
CCOC(=O)c1c(-c2ccc(OC)cc2)nc2nonc2c1N
 : /, -16.8, -2.0, 6.5, -3.7, -7.5, 3.4, -0.2, -2.5, 2.0, 93.6
O=C(O)c1ccc(-c2nnc(-c3ccccc3)o2)cc1
 : -4.1, -33.3, 8.0, 11.9, -14.0, 0.3, -1.6, 9.4, 0.1, -8.0, 98.2

Following part.
| smiles | MITF TRPM1 HTS | SUMO Mot1 rescue | SR-BI HDL uptake | Arr AP2 block | dFosB act | PKA-R1A activ | PKA-R2B act | CDK5 p35 inh | NSD2 HMT inh | SR-BI uptake up | Pemphigus Ab inh |
| --- | --- | --- | --- | --- | --- | --- | --- | --- | --- | --- | --- |
| Cc1cccc(Nc2nc(-c3ccc(F)cc3)cs2)n1 | / | -4.1 | 65.0 | 10.2 | 4.3 | -5.0 | -3.3 | 0.7 | 0.2 | -65.0 | 110.3 |
| CCOC(=O)C1(O)CC(C)=NN1C(=O)c1cccc(Cl)c1 (stereo not drawn) | -6.0 | -16.3 | 16.0 | 2.9 | -2.7 | -2.3 | -0.5 | -0.4 | -3.6 | -16.0 | 105.2 |
| CC(=O)N1CCCc2cc(S(=O)(=O)CCC(=O)N3CCN(c4ccccc4)CC3)ccc21 | 3.5 | -24.4 | 5.3 | 4.6 | -6.8 | 3.8 | -3.1 | 0.0 | / | -5.3 | 97.0 |
| O=C(Oc1ccc2ccc(OC(=O)N3CCOCC3)cc2c1)N1CCOCC1 | 21.0 | / | 1.9 | 2.0 | 5.5 | -6.1 | 6.2 | 0.3 | -0.9 | -1.9 | 98.0 |
| COc1ccc(CNC(=O)C/C(C)=N/NC(=O)COc2ccc(C)cc2Br)cc1 | -12.3 | -1.1 | 0.2 | 33.7 | -8.7 | -5.4 | -1.3 | 0.7 | -0.5 | -0.2 | 98.2 |
| COCCNC(=O)c1nc2ccccc2s1 | 17.9 | -12.3 | -3.5 | / | -1.9 | 4.8 | 4.7 | -2.4 | -1.9 | 3.5 | 99.7 |
| CCOC(=O)N1CCN(c2nc(C)cc(C(F)(F)F)n2)CC1 | 1.4 | -2.2 | -28.3 | -2.8 | -0.5 | 2.0 | 3.7 | 1.7 | -2.4 | 28.3 | / |
| Cn1cc(C(=O)N/N=C/C2=C(N3CCOCC3)C(=C/c3ccc([N+](=O)[O-])cc3)/CC2)ccc1=O | 13.3 | 17.7 | / | 4.8 | 2.5 | -11.8 | 1.4 | 1.2 | / | / | 97.5 |
| O=C(COc1coc(CN2CCc3ccccc32)cc1=O)N1CCCCC1 | 1.4 | 2.1 | 11.2 | 46.0 | -9.7 | -0.7 | 3.0 | 1.3 | 4.7 | -11.2 | 102.8 |
| CC(C(=O)O)N(c1ccccc1Cl)S(C)(=O)=O (stereo not drawn) | 11.3 | -17.2 | -8.0 | 23.7 | 1.4 | -18.3 | -0.1 | -1.1 | / | 8.0 | 100.8 |
| COc1ccc(-c2ccc(SCC(=O)c3cccs3)nn2)cc1 | 38.4 | -7.8 | -46.1 | 0.6 | -28.8 | -12.6 | -2.0 | 1.7 | 0.9 | 46.1 | 117.1 |
| COc1ccc(/C=N/N(CCC(=O)NC(C)(C)C)C2=NS(=O)(=O)c3ccccc32)cc1 | 3.8 | 3.1 | -10.9 | -1.4 | -21.7 | 8.3 | -1.0 | -0.9 | -1.5 | 10.9 | 89.4 |
| CC(NC(=O)C1CCN(C(=O)[C@@H]2Cc3ccccc3CN2C(=O)OC(C)(C)C)CC1)c1ccccc1 (stereo partly drawn) | -3.7 | 16.4 | -11.0 | 3.1 | -6.7 | 1.2 | 6.5 | 0.5 | -0.1 | 11.0 | 103.0 |
